# Compound activity from PubChem BioAssay.
# POLK inh: DNA polymerase kappa (human) inhibition | Potency, µM (titrated, usually from 107 µM), inactives show at the top dose activity, negative = inhibition, actives largely listed as inhibitors | AID 588579 | hit rate 0.53% among 400,000 | purified Pol kappa, fluorescent DNA synthesis assay, 10 min; also: potency is read from the fitted curve at half-maximal effect; % is scaled to controls: 0 for no effect and ±100 for the full control effect
#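 Readout: fluorescence, taken kinetically at 0 and 10 min. Conditions: 10 nM Pol kappa, 15 min RT compound preincubation, 50 nM substrate final. Controls: enzyme-free buffer wells.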
# Pol eta inh: DNA polymerase eta (human) inhibition. Q9Y253. Potency, µM (highest dose often 114 µM), inactives show at the top dose activity change, negative = inhibition, most hits filed as inhibitors. hit rate 1.2% among 390,000. recombinant Pol eta, fluorescent DNA replication assay; also: potency is read from the fitted curve at half-maximal effect; % is scaled to controls: 0 for no effect and ±100 for the full control effect
#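 Pol eta at 10 nM preincubated with compounds 15 min at room temperature; reaction started with fluorescent substrate (50 nM final) and read kinetically at 0 and 10 min.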
# BLM helicase inh: inhibitors of human Bloom syndrome helicase BLM; Potency, µM (titrated, usually from 56.1 µM), for the others: top-dose activity change, negative = inhibition, actives largely listed as inhibitors; recombinant BLM DNA unwinding, fluorescence dequenching; hit rate 0.2% among 350,000; AID 2528;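 also: potency is read from the fitted curve at half-maximal effect; plate controls were vehicle for no effect and no enzyme for full effect; nearly all actives have a fitted effect of over 35% in size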
# Pol iota inh: inhibitors of human DNA polymerase iota; Q9UNA4; Pol iota fluorescent replication assay, 10 min; Potency, µM (top dose mostly 115 µM), for inactives: top-dose activity, negative = inhibition, most hits filed as inhibitors; hit rate 1% among 390,000; AID 588590; also: potency is read from the fitted curve at half-maximal effect
#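 Fluorescent replication assay read twice, at 0 min and 10 min after adding 50 nM (final) substrate. Enzyme (10 nM) and compounds were first incubated 15 min at room temperature; enzyme-free buffer wells were negative controls.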
# GRP78 ERSR act: ER stress response induction in glioma. U87-MG GRP78 promoter luciferase reporter, 16 h. Potency, µM, for the others: top-dose activation, hits mostly activators. hit rate 0.02% among 420,000. AID 602332; also: potency is read from the fitted curve at half-maximal effect; series mostly up to about 76 µM; % of control where 0% means no effect; nearly all actives have a fitted effect of over 35% in size
#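 Stably transfected U87-MG human glioma cells carrying a GRP78-based luminescent sensor were seeded at 1000 cells/well, pin-dosed with compounds and incubated 16 h. Luciferase reagent was then added, and end-point luminescence was read after 10 min at room temperature.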
# LDHA inh: LDHA (human) enzyme inhibition. hit rate 0.15% among 480,000. purified LDHA, NADH/diaphorase-resazurin fluorescence; active compounds read low. activity change, % (values are at about 110 or 230 µM). P00338; in the data active = activity change below about -30%; inconclusive = mostly about -25% to -30%;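 also: plate controls were DMSO wells for no effect and wells without enzyme for full effect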
#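 Resorufin fluorescence (ex540/em590), read at 0 and 20 min after diaphorase/resazurin addition, reports the NADH left after a 5 min room-temperature reaction of 2 nM human LDH5 with 0.06 mM NADH and 0.2 mM pyruvate.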
# Pol beta inh: blocks human DNA polymerase beta activity; hit rate 1.3% among 340,000; Pol beta primer extension/strand displacement, fluorescence kinetic; AID 485314; Potency, µM (series often up to 114 µM), inactives show top-dose activity change, negative = inhibition, usual class: inhibitors; also: potency is read from the fitted curve at half-maximal effect; % is scaled to controls: 0 for no effect and ±100 for the full control effect
#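 Homogeneous kinetic assay of primer extension and strand displacement by 10 nM Pol beta, preincubated 15 min at room temperature with compound before 50 nM substrate (final) was added. Read at 0 and 10 min; four-parameter Hill fit.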
# APE1 inh: APE1 (human) endonuclease inhibition | P27695 | hit rate 0.35% among 350,000 | recombinant APE1, TAMRA/BHQ-2 abasic DNA cleavage fluorescence | Potency, µM (top dose mostly 65.8 µM), without a hit: top-dose activity change, negative = inhibition, most hits filed as inhibitors;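 also: potency is read from the fitted curve at half-maximal effect; plate controls were vehicle for no effect and reference inhibitor for full effect; nearly all actives have a fitted effect of over 55% in size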
# Target sequence (P27695 whole entry, looked up): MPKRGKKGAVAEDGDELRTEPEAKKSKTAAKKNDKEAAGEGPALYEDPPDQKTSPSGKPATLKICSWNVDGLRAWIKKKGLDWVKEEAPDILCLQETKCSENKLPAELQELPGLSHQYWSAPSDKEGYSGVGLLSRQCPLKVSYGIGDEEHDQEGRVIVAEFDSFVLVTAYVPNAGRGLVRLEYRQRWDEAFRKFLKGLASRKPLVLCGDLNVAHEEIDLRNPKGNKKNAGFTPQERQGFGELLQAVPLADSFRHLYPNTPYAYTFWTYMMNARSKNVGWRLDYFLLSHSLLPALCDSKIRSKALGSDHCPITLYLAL
#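 Activity was derived from the fluorescence gain between first and third kinetic reads (60 s intervals, ex 525/em 598 nm) after 50 nM THF-abasic TAMRA/BHQ-2 duplex was added to 0.75 nM APE1 preincubated 15 min with compound.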
# Apoferritin bind: candidate novel general anesthetic via apoferritin binding | P02791 | apoferritin/1-aminoanthracene competitive binding, fluorescence | Potency, µM (series often up to 77.5 µM), for inactives: top-dose activity change, negative = displacement, actives largely listed as inhibitors | hit rate 0.074% among 350,000 | AID 485281; also: potency is read from the fitted curve at half-maximal effect; % is scaled to controls: 0 for no effect and ±100 for the full control effect; nearly all actives have a fitted effect of over 20% in size
# Target sequence (P02791 2-175 limits assumed): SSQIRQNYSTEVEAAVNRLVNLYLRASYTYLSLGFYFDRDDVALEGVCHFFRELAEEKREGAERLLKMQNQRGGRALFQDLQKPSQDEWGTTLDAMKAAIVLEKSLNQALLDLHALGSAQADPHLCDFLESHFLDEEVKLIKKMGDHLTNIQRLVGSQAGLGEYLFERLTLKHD
#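 10 uM apoferritin + 50% sat. 1-AMA, PBS; cpd 10 min RT; Ex380/Em535 endpoint; normalized to free probe vs complex; 4-param Hill fit; propofol titration as pos. ctrl.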
# Starred values were filed as active, the others as inactive; ? = inconclusive; nt = not tested or not shown; & = joins results of further samples; [ ] = remark or other dose. Unless noted, calls follow the shape of the dose curve; as a rule, active = well fitted curve in the direction sought with a large enough effect; inconclusive = small, poorly fitted or top-dose-only effect, or another doubt; inactive = no such curve, though single readings can be large; an effect the other way counts as inactive or inconclusive.
SMILES,POLK inh,Pol eta inh,BLM helicase inh,Pol iota inh,GRP78 ERSR act,LDHA inh,Pol beta inh,APE1 inh,Apoferritin bind
N#CC(C#N)C(c1ccsc1)c1c(-c2ccccc2)[nH][nH]c1=O (stereo not given),-5%,0%,-10%,?,0%,6,-7%,0%,-6%
Clc1ccc(-c2noc3ncnc(NC4CCCCC4)c23)cc1,-8%,-17%,-8%,20%,-1%,-4,19%,nt,4%
c1ccc2c(c1)CCCN2Cc1nnnn1C1CCCC1,-5%,0%,3%,21%,1%,4,2%,-3%,-14%
COc1ccc(Cl)cc1NC(=S)NC1CCCC1,5%,-14%,-4%,13%,-2%,-1,3%,-4%,-14%
CC(C)(C)c1ccc(OCCSc2nc(-c3cccs3)nc3cc(=O)[nH]n23)cc1,?,?,-3%,25%,-3%,2,32µM*,nt,?
COc1ccc(C)cc1NC(=O)c1cc2c(=O)n3cccc(C)c3nc2s1,-4%,3%,-4%,-1%,-3%,-4,25%,nt,-13%
CSCC[C@H](N)C(=O)N[C@@H](CCCN=C(N)N)C(=O)N[C@@H](CC(C)C)C(=O)N[C@@H](Cc1ccccc1)C(=O)N[C@H](C(=O)O)C(C)C,-9%[60.1 µM],nt,1%,nt,-4%,nt,nt,-2%,-2%
CN(CC(=O)Nc1ccc(Cl)c(C(F)(F)F)c1)Cc1cc(=O)n2ccsc2n1,-7%,-24%,-2%,125%[activator],-2%,0,9%,13%,-12%
COc1ccc(Nc2nc(S(=O)(=O)c3ccc(C)cc3)c(Cl)s2)cc1,-18%,-13%,-13%,-16%,-4%,-10,?,-7%,?
CSCCC(NC(=O)c1ccc([N+](=O)[O-])cc1Cl)C(=O)OCC(=O)NCC(F)(F)F (stereo not given),0%,-18%,2%,218%[activator],-1%,-4,44%,14%,-3%
CCCCNC(=O)c1ccc(-n2c(=S)[nH]c3ccccc3c2=O)cc1,-1%,-17%,-2%,139%[activator],-2%,-2,34%,0%,-4%
NC(=NC1CCCCC1)NS(=O)(=O)c1ccccc1,3%,1%,-4%,87%[activator],-5%,-2,35%,2%,-12%
CSCCC(NC(=O)c1ccc([N+](=O)[O-])cc1Cl)C(=O)OCC(=O)NCCCc1ccccc1 (stereo not given),-7%,-24%,-6%,-9%,6%,7,19%,-5%,-23%
CC(NCC1COc2ccccc2O1)C1COc2ccccc2O1 (stereo not given),-11%,-3%,-3%,-18%,-4%,-3,-2%,-18%,-5%
O=C(CN1C(=O)c2ccccc2S1(=O)=O)N1CCN(Cc2ccc3c(c2)OCO3)CC1,-6%,-1%,0%,-14%,2%,-2,-5%,7%,-20%
COCCCN1C(=O)C(=O)/C(=C(/O)c2ccc(S(=O)(=O)N3CCCCC3)cc2)C1c1ccc(OC)cc1 (stereo not given),-20%,-4%,-1%,21%,-4%,-2,44%,-15%,-4%
CCOC(=O)c1c(C)[nH]c(C(=O)OCC(=O)N(CC)c2c(N)n(Cc3ccccc3)c(=O)[nH]c2=O)c1C,-9%,0%,nt,8%,-2%,-5,nt,nt,nt
COc1cccc(Nc2n[nH]c(=S)s2)c1,-8%,-17%,-1%,-2%,-4%,-7,17%,1%,2%
Cc1noc(C)c1COc1ccc(CC(=O)NCc2ccccc2)cc1,-17%,-5%,-3%,16%,8%,-5,9%,2%,-10%
CCn1c(SCC(=O)NC(C)(C)C)nc(O)cc1=O,-4%,-13%,-2%,-3%,1%,-2,?,1%,-4%
CC1CCN(c2cc(N(C)CCO)c([N+](=O)[O-])c3nonc23)CC1,5%,-15%,-8%,21%,0%,2,3%,?,-13%
CCOC(=O)C(NCCc1ccccc1F)(NC(C)=O)C(F)(F)F (stereo not given),-5%,-8%,6%,12%,-5%,-7,64%,7%,-9%
CCCCC(CC)CNC(=O)CN(C)S(=O)(=O)c1cccc2nsnc12 (stereo not given),-11%,0%,0%,-4%,-4%,-3,?,-8%,?
Cc1ccccc1CN1CCCC(C(=O)N2CCCCC2)C1 (stereo not given),-21%,2%,-2%,?,-5%,-12,40%,26%,1%
O=C1CSC(c2ccccc2F)N1c1ccccc1F (stereo not given),7%,-15%,-3%,13%,-5%,-2,7%,9%,-12%
SMILES,POLK inh,Pol eta inh,BLM helicase inh,Pol iota inh,GRP78 ERSR act,LDHA inh,Pol beta inh,APE1 inh,Apoferritin bind
C=CCOc1ccc(C2OC34CCCCC3C(C#N)(C#N)C2(C#N)C(=N)O4)cc1 (stereo not given),-7%,4%,-1%,?,3%,8,17%,12%,251%[activator]
CCOc1ccc(C2NC(=O)C(C#N)=C(S)N2c2cccc(C)c2)cc1OC (stereo not given),12%,-2%,-4%,-2%,3%,1,-20%,7%,-20%
Cc1cc2occ(CC(=O)NC3(C)CCS(=O)(=O)C3)c2cc1C (stereo not given),-6%,-9%,-3%,-28%,-1%,-2,28%,15%,-1%
COc1ccc(N2CCN(C(CNC(=O)c3cccc(Cl)c3)c3cccnc3)CC2)cc1 (stereo not given),-20%,-15%,1%,11%,-2%,-4,-2%,1%,-15%
NC(=O)c1cc([N+](=O)[O-])ccc1NCc1ccc(C(=O)O)cc1,9%,-10%,nt,38%[activator],-5%,0,nt,28%,nt
COc1cc(C(=O)NCC(C)C)cc(OC)c1OC,-8%,1%,-3%,6%,3%,0,3%,-2%,1%
CCOCCn1c(CN2CCN(C(=O)c3ccco3)CC2)nc2c1c(=O)n(C)c(=O)n2C,-10%,-5%,0%,0%,-2%,-11,-2%,-1%,-9%
Cc1c(C(=O)NCc2cccc(Cl)c2)sc2nc3n(c(=O)c12)CCC3,-16%,-15%,-4%,-3%,-2%,-17,-1%,nt,43%[activator]
O=C(CO/N=C/c1ccccc1OC(F)F)N1CCc2ccccc21,0%[60.1 µM],-15%,4%,28%,-1%,-2,31%,7%,-3%
Cc1nccn1CC(=O)N/N=C/c1c[nH]c2ccccc12,-6%,4%,-2%,19%,-2%,-3,2%,0%,22%
Cc1nn(Cc2ccccc2)c(Cl)c1C(=O)NCCc1ccc(Cl)cc1,-15%,-1%,0%,9%,1%,-7,-26%,-1%,-13%
Cc1cc(Cl)ccc1C(=O)C1CCCN(C(=O)CN2CCOC2=O)C1 (stereo not given),-10%,-12%,0%,-1%,-1%,1,-24%,40%[activator],-11%
Cc1ccc(NC(=S)NNC(=O)c2nn(C)cc2Cl)cc1,5%,7%,-3%,22%,2%,-15,31%,1%,-10%
Cc1cc(C)nc(NS(=O)(=O)c2ccc(NC(=O)Cc3ccccc3)cc2)n1,-14%,-20%,-13%,75%[activator],-3%,-10,9%,14%,-5%
COc1ccc(CNC(=O)C(=O)NCC(c2cccs2)S(=O)(=O)c2cccs2)cc1 (stereo not given),-13%[60.1 µM],-23%,-3%,17%,-1%,-9,-2%,nt,-10%
Cc1ccc(F)cc1NC(=O)C1CC(=O)N(CCc2ccccc2)C1 (stereo not given),-8%,-3%,-8%,-4%,-1%,-5,2%,?,-2%
Cc1c(C(=O)O)cc(C(C)(C)C)n1CCSCCO,-3%,-4%,0%,-8%,-8%,-8,21%,5%,-2%
COc1cc(/C=C/C(=O)OCC(=O)c2ccc(S(=O)(=O)N3CCCCC3)cc2)cc(OC)c1OC,-2%,-13%,nt,-4%,-5%,-1,nt,27%,nt
C/C(=C\C=C\c1ccccc1)C(=O)c1c(C)cc(C)[nH]c1=O,-12%[60.1 µM],-15%,-1%,-4%,-2%,-7,-10%,-2%,-18%
CCOc1ccccc1CNC(=O)CCCn1ccc2cc(S(=O)(=O)N3CCCC3)ccc21,-4%&4%,-12%&-15%,-2%&-3%,3%&6%,-4%&-2%,-3&-1,10%&-1%,-5%,91%&49%[activator]
Cc1ccn2cc(-c3cccc([N+](=O)[O-])c3)nc2c1,-10%,1%,-11%,26%,-13%,-6,3%,-2%,-13%
CCCNC(=O)NC(=O)CSc1nnc(-c2c[nH]c3ccccc23)o1,-2%,-7%,-1%,37%[activator],1%,1,-1%,12%,-3%
CCN1C(=O)c2ccccc2S(=O)c2ccc(C(=O)N3CCN(c4cccc(C)c4)C(C)C3)cc21 (stereo not given),-3%,-9%,0%,10%,-3%,6,4%,nt,?
C=CCN(c1ccc(Cl)cc1)S(=O)(=O)c1cccc(C(=O)OCC(=O)N(C)C)c1,-5%,-25%,-7%,15%,-4%,-3,10%,?,-19%
O=c1c2c3c(sc2nc(NCCOCCO)n1Cc1ccco1)CCCCC3,-15%,-17%,-7%,38%[activator],-5%,-18,-1%,-12%,-12%
CC(C)(C)c1ccc(S(=O)(=O)N2CCN(C(=O)C3CCC3)CC2)cc1,-1%,-15%,-3%,27%,-4%,-9,-12%,13%,-3%
CCOc1cc2c(cc1OCC)C(c1ccc(OC)c(OC)c1)N(c1ccc(C(=O)O)cc1)C(=O)C2 (stereo not given),-2%,10%,-3%,155%[activator],0%,-1,10%,27%,-6%
C[C@H]1COC(=O)[C@H](NC(=O)OCC2c3ccccc3-c3ccccc32)C/C=C\C[C@H](CC(=O)N(CCO)Cc2ccccc2)C(=O)N1,-7%,2%,nt,-21%,-1%,-5,nt,-4%,nt
CCn1c(SCC(=O)NCc2ccccc2)nnc1-c1cccnc1,-16%,2%,0%,15%,-2%,-8,18%,4%,-8%

# Shown field by field: 3 of the compounds above.
C/C(=C\C=C\c1ccccc1)C(=O)c1c(C)cc(C)[nH]c1=O
  POLK inh: -12%[60.1 µM]	Pol eta inh: -15%	BLM helicase inh: -1%	Pol iota inh: -4%	GRP78 ERSR act: -2%	LDHA inh: -7	Pol beta inh: -10%	APE1 inh: -2%	Apoferritin bind: -18%

CCOc1ccc(C2NC(=O)C(C#N)=C(S)N2c2cccc(C)c2)cc1OC (stereo not given)
  POLK inh: 12%	Pol eta inh: -2%	BLM helicase inh: -4%	Pol iota inh: -2%	GRP78 ERSR act: 3%	LDHA inh: 1	Pol beta inh: -20%	APE1 inh: 7%	Apoferritin bind: -20%

CCOC(=O)C(NCCc1ccccc1F)(NC(C)=O)C(F)(F)F (stereo not given)
  POLK inh: -5%	Pol eta inh: -8%	BLM helicase inh: 6%	Pol iota inh: 12%	GRP78 ERSR act: -5%	LDHA inh: -7	Pol beta inh: 64%	APE1 inh: 7%	Apoferritin bind: -9%

# Not all compounds are listed; count on the stated rates, not on these rows.
